12-LOX inh: blocks human arachidonate 12S-lipoxygenase. P18054. purified 12hLO, xylenol orange hydroperoxide absorbance. Potency, µM (highest dose often 108 µM), for inactives: at the top dose activity change, negative = inhibition, actives largely listed as inhibitors. actives 1.1% (n = 580,000); active = well fitted inhibition curve with a large enough effect; inconclusive = small, poorly fitted or top-dose-only effect, or another doubt; inactive = no such curve, though single readings can be large or run the other way; note: potency is the fitted concentration of half-maximal effect
Target sequence (P18054 whole entry, looked up): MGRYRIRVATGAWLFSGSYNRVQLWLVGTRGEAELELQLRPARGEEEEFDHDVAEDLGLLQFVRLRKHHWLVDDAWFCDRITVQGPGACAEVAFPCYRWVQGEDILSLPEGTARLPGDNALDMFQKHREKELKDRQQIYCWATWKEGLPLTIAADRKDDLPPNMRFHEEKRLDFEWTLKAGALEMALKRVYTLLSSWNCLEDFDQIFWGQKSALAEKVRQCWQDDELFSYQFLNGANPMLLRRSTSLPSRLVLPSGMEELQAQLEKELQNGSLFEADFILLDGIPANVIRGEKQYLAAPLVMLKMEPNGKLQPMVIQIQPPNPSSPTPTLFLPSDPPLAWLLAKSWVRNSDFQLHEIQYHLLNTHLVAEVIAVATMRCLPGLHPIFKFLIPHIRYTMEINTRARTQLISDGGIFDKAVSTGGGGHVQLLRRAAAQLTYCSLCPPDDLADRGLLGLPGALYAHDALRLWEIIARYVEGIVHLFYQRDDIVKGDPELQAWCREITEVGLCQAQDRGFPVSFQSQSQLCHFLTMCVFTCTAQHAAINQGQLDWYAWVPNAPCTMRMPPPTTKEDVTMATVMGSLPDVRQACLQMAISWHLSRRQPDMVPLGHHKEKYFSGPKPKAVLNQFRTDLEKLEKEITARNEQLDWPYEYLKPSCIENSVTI
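Purified human 12hLO (150 nM final) in 25 mM Hepes, 0.01% Triton X-100, pH 7.0 was preincubated 15 min at room temperature with compound. Then 40 uM arachidonic acid was added, 30 min. Hydroperoxide was read by Fe-XO absorbance ratio 573/405 nm.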
LDHA block: LDHA (human) enzyme inhibition | purified LDHA, NADH/diaphorase-resazurin fluorescence; active compounds read low | activity change, % (values are at about 110 or 230 µM) | actives 0.15% (n = 480,000) | AID 1347041; in the data active = activity change below about -30%; inconclusive = mostly about -25% to -30%;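 note: plate controls were DMSO wells for no effect and wells without enzyme for full effect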
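Resorufin fluorescence (ex540/em590), read at 0 and 20 min after diaphorase/resazurin addition, reports the NADH left after a 5 min room-temperature reaction of 2 nM human LDH5 with 0.06 mM NADH and 0.2 mM pyruvate.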
* marks the source's active call; other numbers are inactive results; u = inconclusive; [ ] = remark or other dose. Unless noted, % is set by controls: 0 for no effect and ±100 for the full control effect. Some of the compounds tested; rates above refer to the full screens.

SMILES	12-LOX inh	LDHA block
Cc1ccc(/C=N/NS(=O)(=O)c2ccc(C)c([N+](=O)[O-])c2)s1	-29%	-2
O=C(NCc1ccc(-c2nc3ccccc3s2)o1)c1ccccc1Br	-21%	12
COc1ccc(CN2CCN(S(=O)(=O)c3cc(OC)ccc3OC)CC2)cc1	-13%	1
CC1CCCC/C1=N\NC(=S)Nc1ccc(C(C)C)cc1 (stereo unspecified)	u	-4
Cc1cc(=O)oc2cc(OCCC(C)C)ccc12	u	-11
CC(C)(C)OC(=O)Nc1ccc(C(=O)NCC(c2cccs2)N2CCCC2)cc1 (stereo unspecified)	-15%	0
CCCCCc1c(C)nc(Nc2nc(C)c3cccc(OC)c3n2)[nH]c1=O	-23%	18
CCc1ccc(C(=O)N(CCN(C)C)CC(=O)OC(C)(C)C)cc1	-25%	-3
Cc1ccc(Cl)cc1N(CC(=O)N1CCCC1)S(=O)(=O)c1ccccc1	u	-4
O=C1/C(=C/c2cccc([N+](=O)[O-])c2)CCOc2ccc(F)cc21	-15%	-13
CCOC(=O)c1cnc2ccccc2c1N1CCC(CO)CC1	-15%	0
Cc1cccc(NC(=O)CSc2nnc(CC3CCS(=O)(=O)C3)n2C)c1 (stereo unspecified)	-11%	9
CCCSc1ncc(Cl)c(C(=O)Nc2ccccc2C(=O)OC)n1	2%	-3
CCN(CC)c1cc(C)nc(NCc2ccccc2)n1	-16%	10
CCCCCCCCN1C(=O)[C@H](CC(=O)NCCCC)C[C@@]2(C(=O)OCC)CCCC=C12	-43%	9
Cc1cc(C)c(S(=O)(=O)N2CCN(C(C(=O)NC3CC3)c3ccccc3)CC2)c(C)c1 (stereo unspecified)	u	-4
COc1ccc(NC(=O)C(c2ccc(OC)cc2)N(Cc2ccco2)C(=O)Cc2cccs2)cc1 (stereo unspecified)	-3%	3
COc1c(C)cnc(CN2CCN(C(C(=O)O)c3c[nH]c4ccc(Br)cc34)CC2)c1C (stereo unspecified)	13%	2
CCOc1ccc(CN2CCN(c3cccc(C)c3C)CC2)cc1OC	u	10
O=C(c1cc(-c2ccccn2)nc2ccccc12)N1CCOCC1	-9%	2
Cc1ccc(C2CC(=O)CC(c3ccc(C)cc3C)S2)c(C)c1 (stereo unspecified)	7%	15
Cc1cc(OCc2nnc(SCc3ccc(Cl)cc3)n2C)ccc1Cl	u	10
Cc1sc2ncnc(N3CCN(c4ccccc4)CC3)c2c1-c1ccc(F)cc1	-13%	2
CSc1cccc(NC(=O)/C=C/c2cccc3ccccc23)c1	8%	3
Cc1[nH]c2c(ccc3ccccc32)c1C	16µM*	1
O=c1c(Cl)c(N2CCCC(C(F)(F)F)C2)cnn1-c1ccccc1 (stereo unspecified)	12%	7
CCOC(=O)c1cc(-c2ccncc2)nc2ccccc12	-16%	0
COc1ccc(/C=C/C(=O)Sc2ccc(Cl)cc2)cc1	18%	0
O=C(CN1CCN(c2ccccc2O)CC1)Nc1ccnn1Cc1cccc(Cl)c1	5%	6
Cc1cc(F)ccc1NC(=O)c1nn(CC(C)C)c(=O)c2ccccc12	-11%	1
Cc1cc2ccccc2n1CC(=O)N(C)Cc1ccc(C(N)=O)cc1	-10%	-3
CCNS(=O)(=O)c1ccc(C)c(C(=O)Nc2cccc3c2CCCC3)c1	19%	1
COC(=O)C1=C(C)Nc2nc3ccccc3n2C1c1ccccc1 (stereo unspecified)	13%	-4
CCONC(=O)COc1ccc(C#N)cc1	8%	5
COc1ccc(-n2ccn(CC(=O)Nc3ccccc3C)c2=O)cc1	-26%	-11
NC(=O)c1ccc(NC(=O)c2cn(Cc3ccccc3)nc2-c2ccc(Cl)cc2)cc1	u	1
Cc1cccc(C)c1-n1nnnc1C(c1ccnc2ccccc12)N(CCN(C)C)Cc1ccccc1 (stereo unspecified)	3%	2
CCc1ccc(C(=O)/C=C/c2cccc([N+](=O)[O-])c2)cc1	2%	7
CC(=O)N1CCN(S(=O)(=O)c2ccc(C(=O)NCc3ccc(OCC(F)(F)F)cc3)cc2)CC1	u	1
CCOc1ccc(CC(=O)NNC(=S)NCCCOC)cc1OCC	9%	5
COc1ccc(CN2C(=O)C(O)(CC(=O)c3ccccc3OC)c3ccccc32)cc1OC (stereo unspecified)	-7%	-1
O=C(NCCNC(=O)c1cc2ccccc2[nH]1)C(=O)Nc1ccccc1	u	-8
Cc1cc(C(C)(C)C)ccc1OC(=O)c1ccc(CS(C)(=O)=O)cc1	3%	-1
COc1cccc(NC(=O)c2ncoc2-c2ccc(C)s2)c1	u	2
CCOC(=O)C(NC(=O)CC)C(OC(=O)CC)c1ccccc1 (stereo unspecified)	-30%	-15
O=C(OCc1ccc(Cl)cc1)c1cnc2ccccc2n1	u	-2
COc1ccc(-c2noc(CN3CCC(C(=O)Nc4ccc(-c5ccno5)cc4)CC3)n2)cc1OC	6%	3
COc1cc(Nc2nc(N3CCN(c4ccccc4)CC3)c3nccnc3n2)cc(OC)c1OC	u	9
COc1ccccc1-n1c(C)c(C)c2c1ncn1nc(CSc3nc4ccccc4o3)nc21	-7%	7
CC(NC(=O)c1cc(C2CC2)nc2ccccc12)c1ccccc1 (stereo unspecified)	u	-4

Arranged by the number under 12-LOX inh (lowest first): four of the compounds above.
canonical_smiles	12-LOX inh
O=C1/C(=C/c2cccc([N+](=O)[O-])c2)CCOc2ccc(F)cc21	-15%
Cc1cc(F)ccc1NC(=O)c1nn(CC(C)C)c(=O)c2ccccc12	-11%
CCCSc1ncc(Cl)c(C(=O)Nc2ccccc2C(=O)OC)n1	2%
COc1ccc(-c2noc(CN3CCC(C(=O)Nc4ccc(-c5ccno5)cc4)CC3)n2)cc1OC	6%

Other records follow.
SMILES	12-LOX inh	LDHA block
CCN(C(=O)c1cc(-c2ccccc2)c(N2CCOCC2)s1)C1CCS(=O)(=O)C1 (stereo unspecified)	u	16
O=C(Cc1c[nH]c2ccccc12)NCCc1cccc(Cl)c1	-9%	3
CCOc1ccc(OCC)c(NC(=O)Nc2ccc(F)cc2F)c1	2%	0
CS(=O)(=O)c1ccc(Cl)c(C(=O)OCC(=O)c2ccc3c(c2)NC(=O)CO3)c1	-2%	15
O=C(O)c1ccc(I)c(Br)c1	u	-1
COc1ccc2c(C)c(CCC(=O)NCc3ccc(S(=O)(=O)N(C)C)cc3)c(=O)oc2c1	41%[activator]	8
Cc1cccc2cc(CN(Cc3cccnc3)C(=O)C(C)C)c(=O)[nH]c12	2%	-3
OCCOc1ccc(CNCCc2c[nH]c3ccccc23)cc1	-11%	14
CCOc1cc(C(=O)OCC(=O)NC(N)=O)cc(OCC)c1OCC	-5%	3
Clc1ccc(-c2nc(CN3CCCC3c3ccsc3)co2)cc1 (stereo unspecified)	-11%	3
CC(C)COc1ccc(C2CC(=O)Nc3c(-c4ccccc4)csc32)cc1 (stereo unspecified)	-21%	3
Cc1cnc(C(=O)Nc2cccc(OC3CCCC3)c2)cn1	u	11
CCc1ccc(-c2nn(CC)c(=O)c3c2CCCC3)cc1S(=O)(=O)NC1CCCC1	-8%	14
COc1cc(SC)ccc1C(=O)Oc1ccc(C(C)(C)C)cc1	-28%	14
C[N+](C)(CCCCCCCCCC[N+](C)(C)C1CCCCC1)C1CCCCC1	16µM*	1
Nc1n[nH]c(CC(=O)N(Cc2ccco2)C2(C(=O)Nc3ccccc3)CCCCC2)n1	2%	9
OCC1CCCN1Cc1ccccc1 (stereo unspecified)	-14%	-1
CC(=O)NNC(=S)Nc1cccc(C)c1	40%	4
O=C(OCC(=O)N1CCCCCC1)c1ccc(S(=O)(=O)NCc2ccco2)cc1	17%	2
Cn1c(SCC(N)=O)nnc1-c1cc2c(s1)CCC(C(C)(C)C)C2 (stereo unspecified)	-17%	-1
CCOc1cc(OCC)cc(C(=O)N2CCC[C@@H]2C(=O)N2CCC[C@H]2C(=O)NCc2ccncc2)c1	u	-3
Cc1nn(-c2ccccc2)c(C)c1CN(C)C(=O)CNC(=O)c1ccc(C(F)(F)F)cc1	0%	-6
Cc1ccc(C(C)NC(=O)Nc2ccc(Cl)cc2F)c(C)c1 (stereo unspecified)	2%	5
CCOCCCNC(=O)c1ccccc1-c1ncc(-c2ccccc2F)o1	3%	7
CC(C)C[C@@H]1Cc2[nH]c(=S)[nH]c(=O)c2[C@H](C)O1	u	-2
Cc1cc(C)c2nc(-c3ccccc3)c(C)c(C(=O)O)c2c1	u	2
CCCNC(=O)C(C)NC(=O)c1cc(=O)[nH]c2ccccc12 (stereo unspecified)	-27%	4
COc1cc(/C=C2/NC(=O)NC2=O)cc(I)c1OCC(=O)O	-56%	10
CC(c1ccco1)N(C(=O)Cc1c[nH]c2ccccc12)C1CC1 (stereo unspecified)	-27%	-5
COc1ccc(NC(=O)CCc2c(C)c3ccc(OC)cc3oc2=O)cc1	45%	u
COC(=O)/C(C#N)=C\c1ccc(OC(F)F)cc1OC(F)F	-17%	-3
Cn1c(COc2cccc(C(F)(F)F)c2)nnc1SCc1c(F)cccc1Cl	u	9
CSc1ccc(CNC(=O)c2ccc(Nc3cc(-c4ccc(F)cc4)ncn3)cc2)cc1	-2%	0
COC(=O)c1sc2ccccc2c1S(=O)(=O)Nc1cc(OC)c(OC)c(OC)c1	-29%	15
CCn1nc(C)c(CNC(=O)Nc2ccc(OC)c(OC)c2)c1C	-1%	4
C=C(Cl)CN1CCN(Cc2ccccn2)CC1	-3%	20
CCn1cc(/C=C(\NC(=O)c2ccco2)C(=O)NCCN2CCOCC2)c2ccccc21	u	13
CCNc1nc(SC(C)C(=O)N2CCCC2)nc2ccccc12 (stereo unspecified)	8%	7
CC(=O)C(C)Sc1cc(-c2ccccc2)ncn1 (stereo unspecified)	73%[activator]	-1
CCc1cc(Nc2ccc(OC)cc2OC)n2ncnc2n1	5%	1
Cc1cccc(NC(=O)c2oc3ccccc3c2NC(=O)c2cc(=O)c3cc(C)ccc3o2)c1	18%	-3
CSc1ccc(C2NC3=NCN(Cc4ccccn4)CN3c3nc4ccccc4n32)cc1 (stereo unspecified)	12%	10
CC1(c2nnnn2Cc2ccccc2)CCC(=O)N1Cc1ccco1 (stereo unspecified)	0%	-6
COc1ccccc1-c1nc(C#N)c(N2CCN(C)CC2)o1	-9%	-5
O=C(CSc1nccn2nc(-c3ccccc3)cc12)N1CCN(c2ccccc2F)CC1	2%	-1
N#Cc1ccccc1N=Cc1ccccc1Cl	-5%	6
O=C(O)CN1C(=O)S/C(=C/c2cccc(F)c2)C1=O	-6%	-3
O=C(NCC(=O)N(Cc1cccs1)C1(C(=O)NC2CCCC2)CCCCC1)c1ccccc1	-8%	1
Cc1ccc(S(=O)(=O)N2CCCCC2)cc1NC(=O)CSc1nnc2ccccn12	6%	-14
Cc1oc(-c2nc(C#N)c(N3CCN(c4ccccc4)CC3)o2)cc1S(=O)(=O)N(C)C	4%	-7

Further structures:
SMILES	12-LOX inh	LDHA block
COc1cc2oc(=O)c(CC(=O)NCCc3ccccc3OC)c(C)c2cc1Cl	u	-9
CCC(C)NC(=O)Cn1c(=O)c2c(C(=O)OC)cc(C)nc2n(-c2ccccc2)c1=O (stereo unspecified)	4%	-3
O=C(NCC(O)c1ccccc1)c1nc(-c2cccc3[nH]ccc23)no1 (stereo unspecified)	-41%	4
Cc1cc(N2CCOCC2)nc(Nc2ccc(NC(=O)Nc3cccc(Cl)c3)cc2)n1	u	9
O=CNNC(=S)Nc1ccc(Br)cc1	5%	-1
COC(=O)COc1ccc2c(=O)c(-c3ccc(Cl)cc3)c(C(F)(F)F)oc2c1	-19%	-1

Entries above containing an NH in an aromatic ring, in the order listed:
SMILES	12-LOX inh	LDHA block
CCCCCc1c(C)nc(Nc2nc(C)c3cccc(OC)c3n2)[nH]c1=O	-23%	18
COc1c(C)cnc(CN2CCN(C(C(=O)O)c3c[nH]c4ccc(Br)cc34)CC2)c1C (stereo unspecified)	13%	2
Cc1[nH]c2c(ccc3ccccc32)c1C	16µM*	1
O=C(NCCNC(=O)c1cc2ccccc2[nH]1)C(=O)Nc1ccccc1	u	-8
O=C(Cc1c[nH]c2ccccc12)NCCc1cccc(Cl)c1	-9%	3
Cc1cccc2cc(CN(Cc3cccnc3)C(=O)C(C)C)c(=O)[nH]c12	2%	-3
OCCOc1ccc(CNCCc2c[nH]c3ccccc23)cc1	-11%	14
Nc1n[nH]c(CC(=O)N(Cc2ccco2)C2(C(=O)Nc3ccccc3)CCCCC2)n1	2%	9
CC(C)C[C@@H]1Cc2[nH]c(=S)[nH]c(=O)c2[C@H](C)O1	u	-2
CCCNC(=O)C(C)NC(=O)c1cc(=O)[nH]c2ccccc12 (stereo unspecified)	-27%	4
CC(c1ccco1)N(C(=O)Cc1c[nH]c2ccccc12)C1CC1 (stereo unspecified)	-27%	-5
O=C(NCC(O)c1ccccc1)c1nc(-c2cccc3[nH]ccc23)no1 (stereo unspecified)	-41%	4
